# CF NFkB block: cystic fibrosis NF-kB activation inhibition; 360,000 compounds, 0.86% hits; KKLEB NF-kB-GFP reporter, PAF-induced, GFP fluorescence overnight; inhibition, % at 5 µM; AID 588850;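 active = at least 50% inhibition at 5 µM, scaled per plate between neutral and stimulator controls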;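 note: PAF is a Pseudomonas aeruginosa culture filtrate used as stimulus; plate controls were PAF-stimulated DMSO wells for no effect and unstimulated DMSO wells for full effect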
# TROY signal inh: inhibitors of TROY-dependent NF-kB signaling; Q293 LMP1-TROYcd NF-kB luciferase reporter, 4 h; inhibition, % at 10 µM; 360,000 compounds, 0.98% hits; AID 1347056;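 active = compounds whose plate-normalised and pattern-corrected inhibition of the luciferase reporter signal at the single screening dose is 50% or more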
# TWEAK-Fn14 inh: TWEAK-Fn14 signaling inhibition. inhibition, % at 10 µM. AID 1159606. 360,000 compounds, 2% hits. TWEAK-stimulated Fn14 reporter cells, luciferase luminescence, 8 h; in the data active = inhibition above about 50%
# HIF-2a inh: inhibitors of HIF-2a. 786-0 RCC cells HIF-2a reporter, luciferase luminescence, overnight. inhibition, % at 18.8 µM. 360,000 compounds, 0.72% hits;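 active = inhibition of the luminescence signal of 40% or more relative to plate controls, in a single-dose primary screen at 18.75 µM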
# NR2E3 ag-1: activates human photoreceptor nuclear receptor NR2E3 | 320,000 compounds, 0.12% hits | Q9Y5X4 | GST-NR2E3/biotin-RetCOR TR-FRET, 1536-well | inhibition of corepressor binding, % at 4.78 µM | AID 2300;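 active = percent inhibition above the cutoff of mean plus 3 SD of all tested compounds, set per screening campaign, cut at about 20% in these data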;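 note: 0% = DMSO wells and 100% = biotin wells as full block of FRET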
# Target sequence (Q9Y5X4 whole entry, looked up): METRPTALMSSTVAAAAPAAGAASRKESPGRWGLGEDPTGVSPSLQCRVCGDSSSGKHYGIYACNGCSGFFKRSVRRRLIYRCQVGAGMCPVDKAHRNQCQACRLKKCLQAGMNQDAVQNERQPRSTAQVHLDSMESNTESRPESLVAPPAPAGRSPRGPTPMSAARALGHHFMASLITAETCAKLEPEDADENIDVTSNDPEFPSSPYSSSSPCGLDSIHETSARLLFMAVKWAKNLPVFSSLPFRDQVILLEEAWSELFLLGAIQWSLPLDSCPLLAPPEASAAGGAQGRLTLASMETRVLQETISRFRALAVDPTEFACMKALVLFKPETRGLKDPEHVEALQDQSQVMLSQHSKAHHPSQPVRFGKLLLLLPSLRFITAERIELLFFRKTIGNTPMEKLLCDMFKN
#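 Material: NR2E3–RetCOR corepressor complex / Amount: 1.35 nM GST-NR2E3 / Medium: Tris pH 7.5 / Compound: single nominal compound dose of 4.8 µM / Incubation: 5 h at 4 °C / Technique: TR-FRET, Eu(K)-anti-GST donor, streptavidin-D2 acceptor, ex 340, em 617/671 nm / Read-out basis: percent loss of FRET ratio relative to control wells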
# TRAIL sens C8: sensitizes caspase-8 expressing cells to TRAIL | NB7+C8 cells + TRAIL, ATPlite viability luminescence | inhibition (viability loss, TRAIL sensitization), % at 10 µM | 360,000 compounds, 1% hits | AID 624354;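 active = compounds causing at least 50% loss of cell viability in the single-dose screen, relative to plate controls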
# KKLEB cytotox: counter-screen for CF NF-kB inhibitors: cytotoxicity | KKLEB CF airway cells viability, ATPlite luminescence, overnight; stronger effect = lower value; cells stimulated with P. aeruginosa culture filtrate | activity change (cytotoxicity), % at 5 µM | 360,000 compounds, 0.36% hits;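 active = corrected activity change at or below -50% at 5 µM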
# Shn3 3UTR inh: inhibitors of Schnurri-3 3'UTR reporter in osteoblasts. Clone20 osteoblast Shn3 3'UTR firefly luciferase, 24 h. inhibition, % at 12.5 µM. 360,000 compounds, 0.52% hits. AID 588674;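 active = mean inhibition of at least 75% with every replicate also reaching 75%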;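 note: 0% = median of neutral control wells and 100% = pilot-screen positive control compound; some compounds past the cut are filed as inactive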
# NR2E3 ag-2: activates human NR2E3 receptor | Q9Y5X4 | AID 602229 | CHO-S Gal4-NCOR/VP16-NR2E3 two-hybrid, luciferase | 360,000 compounds, 0.35% hits | inhibition of corepressor binding, % at 3.98 µM;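 active = inhibition above the mean of all tested compounds plus 3 SD, cut at about 70% in these data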;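 note: 0% = DMSO with NR2E3 transfected cells and 100% = cells lacking NR2E3 construct; higher means lower luciferase signal from less NR2E3 corepressor binding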
# Peg3 prom inh: Peg3 promoter activity inhibition | HeLa PEG-Prom luciferase reporter, luminescence, overnight | inhibition, % at 20 µM | 360,000 compounds, 1.7% hits | AID 588405;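 active = inhibition of at least 50% at 20 µM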
# MITF TRPM1 inh: reduces MITF-dependent TRPM1 promoter luciferase signal; inhibition, % at 12.5 µM; 330,000 compounds, 0.83% hits; AID 488899; SK-MEL-5 TRPM1 promoter luciferase, 24 h;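 active = mean inhibition across replicates of 60% or more, whatever share of single replicates reaches that level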; note: values of inactives mirror those of a sister screen read the other way
# An asterisk follows results filed as active; / = not tested or not shown. Some of the compounds tested (hit frequency here may not be typical).
1: COc1ccc(NC(=O)Nc2cccs2)cc1OC
2: Cc1cccn2cc(CNC(=O)CC3CCCC3)nc12
3: CC(C)C1=CC(=Nc2ccc(S(N)(=O)=O)cc2)C=C(C(C)C)C1=O
4: N#Cc1c(N2CCN(C(=O)c3ccco3)CC2)nc(-c2ccccc2)c2c1CCCC2
5: CC(C)CCn1c(=O)c2ccccc2n2c(CCl)nnc12
6: COC1=Nc2ccccc2/C=C\c2ccccc21
7: CN(C)c1nc(N)c([N+](=O)[O-])c(NCc2ccccc2)n1
8: CCNC(=S)Nc1cccc(S(=O)(=O)NC2=NCCC2)c1
9: CCN(CC(=O)Nc1c(F)cccc1F)C(=O)C1CC1
10: CCOC(=O)C(Oc1ccc(=O)[nH]n1)C(C)=O (stereo unspecified)
Assay by compound	1	2	3	4	5	6	7	8	9	10
CF NFkB block	0	-5	0	13	-1	14	-24	19	28	-7
TROY signal inh	-3	3	-8	36	0	-12	13	12	6	-17
TWEAK-Fn14 inh	0	6	5	6	6	-8	-79	-1	7	4
HIF-2a inh	-114	5	22	1	19	12	-16	18	10	0
NR2E3 ag-1	-1	0	/	0	3	/	0	2	1	3
TRAIL sens C8	15	32	-7	12	12	-5	-14	-7	-5	-4
KKLEB cytotox	4	0	15	-10	-6	-10	-7	-1	4	-5
Shn3 3UTR inh	-21	4	-5	32	13	9	-12	-3	3	-13
NR2E3 ag-2	-12	24	-5	4	1	-15	4	11	-26	15
Peg3 prom inh	-93	7	21	33	50	11	-6	5	-1	9
MITF TRPM1 inh	-55	0	11	8	29	/	-5	-1	6	-4

11: C/C=C/Cn1c(SCc2ccccc2)nc2c1c(=O)[nH]c(=O)n2C
12: O=C(CN1CCN(S(=O)(=O)N2CCCCC2)CC1)Nc1cc(Cl)ccc1Cl
13: O=C(Cn1c2c(c(=O)n3ncnc13)CCC2)N/N=C/c1cccs1
14: COCCN(C(=O)c1ccc2c(c1)C(=O)N(c1ccccc1Cl)C2=O)c1c(N)n(CC(C)C)c(=O)[nH]c1=O
15: CCC(C)C(=O)Nc1nnc(SCC(=O)NC2CCCCC2)s1 (stereo unspecified)
16: CCc1ccc(/C=C2/C(=O)N(CC)C(=S)N2C)s1
17: COCCNC(=O)C1(C)CCCN(Cc2cc(C(F)(F)F)ccc2Cl)C1 (stereo unspecified)
18: CCCNC(=O)C1(C)CCN(C(=O)C2(c3ccc(Cl)cc3)CCCC2)C1 (stereo unspecified)
19: O=C1c2ccc([N+](=O)[O-])cc2C(=O)N1c1ccc([N+](=O)[O-])cn1
20: O=C(c1c(F)cccc1F)N1CCN(c2ncc(Br)cn2)CC1
Assay by compound	11	12	13	14	15	16	17	18	19	20
CF NFkB block	14	-2	-10	8	8	-4	16	-15	3	-1
TROY signal inh	-19	-14	-2	4	-2	-42	-2	-6	5	12
TWEAK-Fn14 inh	-2	17	-7	0	0	1	-11	15	1	6
HIF-2a inh	30	3	19	10	2	-39	10	1	20	1
NR2E3 ag-1	2	4	0	/	0	-4	/	/	4	3
TRAIL sens C8	-8	9	-4	-7	-13	0	11	-10	-4	-14
KKLEB cytotox	-12	8	5	17	-3	-10	2	-12	7	5
Shn3 3UTR inh	19	6	0	-18	-10	-6	-33	-20	21	-3
NR2E3 ag-2	-26	-16	15	8	-18	-11	6	-34	25	7
Peg3 prom inh	-8	7	7	8	-4	-38	6	0	14	8
MITF TRPM1 inh	-12	10	/	1	6	6	/	/	11	-1

21: COc1ccc(-c2nc3ccc(Br)cn3c2Cc2ccccc2)cc1OC
22: CCN(c1ccccc1)S(=O)(=O)c1ccc(Cl)nc1
23: CC(C)(C)OC(=O)n1cc(/C=N/NC(=O)c2ccco2)c2ccccc21
24: CN(Cc1nc(-c2ccccn2)no1)S(=O)(=O)c1ccc(Br)cc1
25: COC(=O)c1ccc(CSc2nc3c(cnn3-c3ccccc3)c(=O)[nH]2)o1
26: CC(=NNC(=O)c1ccncc1)c1cc(Cl)ccc1Cl
27: C/C(=N\NC(=O)c1ccccc1)c1ccccc1F
28: CN1CCN(C2CN(C3CCCCC3)S(=O)(=O)C2)CC1 (stereo unspecified)
29: C=CCOc1c(Br)cc(/C=N\n2nnnc2N)cc1OC
30: CN(C)CCNC(=O)COc1ccc(C23CC4CC(CC(C4)C2)C3)cc1
Assay by compound	21	22	23	24	25	26	27	28	29	30
CF NFkB block	-6	-4	-12	-2	2	-13	-6	-16	-8	26
TROY signal inh	-13	8	-37	/	-2	-2	-45	-11	4	5
TWEAK-Fn14 inh	-11	18	-22	21	-2	2	-18	-20	-7	-18
HIF-2a inh	-52	9	-113	9	27	7	-144	14	5	8
NR2E3 ag-1	/	1	0	3	0	/	-2	/	2	4
TRAIL sens C8	-7	1	-5	-4	-7	-1	23	-19	-4	4
KKLEB cytotox	9	4	2	-1	-3	11	6	4	-3	-32
Shn3 3UTR inh	-18	5	-34	-6	-1	0	3	-9	-6	-25
NR2E3 ag-2	-21	-7	-68	9	-3	-2	-3	5	-23	-1
Peg3 prom inh	-28	22	-121	9	16	-9	-78	12	-4	97*
MITF TRPM1 inh	/	10	-26	2	9	0	-39	/	11	70*

# A few values from the results shown:
# Under TRAIL sens C8, COC(=O)c1ccc(CSc2nc3c(cnn3-c3ccccc3)c(=O)[nH]2)o1 has the entry -7
# Under TWEAK-Fn14 inh, CC(=NNC(=O)c1ccncc1)c1cc(Cl)ccc1Cl has the entry 2
# Under Peg3 prom inh, CN(C)CCNC(=O)COc1ccc(C23CC4CC(CC(C4)C2)C3)cc1 has the entry 97*

# Shown as a hit in MITF TRPM1 inh, of those listed so far:
no. | SMILES | CF NFkB block | TWEAK-Fn14 inh | HIF-2a inh | NR2E3 ag-1 | Shn3 3UTR inh | NR2E3 ag-2 | Peg3 prom inh | MITF TRPM1 inh
30 | CN(C)CCNC(=O)COc1ccc(C23CC4CC(CC(C4)C2)C3)cc1 | 26 | -18 | 8 | 4 | -25 | -1 | 97* | 70*

# More compounds.
31: [O-][n+]1onc2c1C(N1CCOCC1)CCC2N1CCOCC1 (stereo unspecified)
32: CCOc1ccccc1C(=O)Nc1cccc2ccccc12
33: COc1ccc(C(=O)N2CCC2(C)C(=O)NC(C)C)cc1 (stereo unspecified)
34: COc1cccc(CN2CCNC(=O)C2CC(=O)N(C)CCc2ccccn2)c1 (stereo unspecified)
35: CCOc1ccccc1-c1nnc(SCC(=O)Nc2ccccc2)o1
36: CCN(C(=O)COC(=O)CCS(=O)(=O)c1ccc(C)cc1)C1CCS(=O)(=O)C1 (stereo unspecified)
37: CCN(CC)C(=O)c1nc[nH]c1C(=O)N(C)Cc1ccccc1
38: O=C(CSc1nnc(COc2ccccc2)o1)Nc1nccs1
39: O=CN(/C=C1\Sc2ccccc2C1=O)Cc1ccccc1
40: COc1cccc(CNC(=O)Cn2ncn3cccc3c2=O)c1OC
Assay by compound	31	32	33	34	35	36	37	38	39	40
CF NFkB block	0	-7	3	-1	12	-2	-21	25	26	1
TROY signal inh	-5	-13	-6	-10	5	-8	-10	-39	-3	-15
TWEAK-Fn14 inh	15	7	1	11	-3	-4	6	-19	9	2
HIF-2a inh	21	-25	-2	7	-36	6	5	-20	-209	-36
NR2E3 ag-1	1	-3	/	0	0	-2	-2	-1	0	-1
TRAIL sens C8	-5	7	-7	-9	-14	-42	-12	0	-2	11
KKLEB cytotox	13	4	5	6	4	10	-7	3	-2	-2
Shn3 3UTR inh	0	5	-8	2	7	21	-21	-22	-23	-29
NR2E3 ag-2	-4	5	-8	-4	-4	6	-40	-41	-27	-30
Peg3 prom inh	19	5	-1	6	-38	11	0	-23	-165	-19
MITF TRPM1 inh	11	4	/	-5	-5	-1	-6	0	-15	-23

41: CC(OC(=O)CCCOc1ccccc1)C(=O)NC(N)=O (stereo unspecified)
42: CCC(c1nnnn1CCOC)N1CCN(c2cccc(C(F)(F)F)c2)CC1 (stereo unspecified)
43: Cc1cc2c(cc(C(=O)NCCCN3CCOCC3)n2Cc2ccc(Cl)cc2)o1
44: O=C(CO/N=C/c1ccc(OC(F)F)cc1)N1CCc2ccccc21
45: CC(=O)N1CCc2ccc(NC(=O)c3c(-c4c(Cl)cccc4Cl)noc3C)cc21
46: Cc1cc(C)cc(C(=O)Nc2cccc(NC(=O)c3ccco3)c2)c1
47: O=C(c1ccc(C(F)(F)F)cc1)C1CCCN(C(=O)CN2C(=O)CSC2=O)C1 (stereo unspecified)
48: Cc1nn(-c2ccccc2)c(C)c1/C=N/NC(=O)CSc1nc2ccccc2c(=O)n1-c1ccc(Br)cc1
49: O=C(CN1C(=O)NC2(CCCCCC2)C1=O)NC1CCCCCCC1
50: CCOC(=O)Cn1c(-c2ccccc2)ccc(C#N)c1=O
51: COc1cccc(CNC(=O)C2CCC(CNS(=O)(=O)c3cccc4cccnc34)CC2)c1 (stereo unspecified)
52: CCN(CC)CCNC1=CC(=O)OC12CCCCC2
53: COc1cc(/C=N/Nc2cccc(C)c2)cc(Br)c1O
Assay by compound	41	42	43	44	45	46	47	48	49	50	51	52	53
CF NFkB block	9	4	0	-24	-5	1	-12	21	-3	-17	-31	12	-15
TROY signal inh	-2	-1	-13	-31	14	-3	-35	-11	12	9	5	18	3
TWEAK-Fn14 inh	-4	5	1	6	11	-16	-5	-64	-10	-42	1	15	-10
HIF-2a inh	17	5	3	4	15	-6	-182	11	15	9	6	8	9
NR2E3 ag-1	-3	-2	2	-3	-4	/	-1	-2	3	3	2	0	/
TRAIL sens C8	-6	1	8	-4	10	-1	4	1	5	3	0	-12	3
KKLEB cytotox	-4	10	0	8	-14	-11	5	-20	2	-7	26	-7	12
Shn3 3UTR inh	3	-7	12	9	24	4	-38	28	11	6	1	4	-12
NR2E3 ag-2	-8	11	22	6	-47	-2	-73	7	-2	8	-22	-32	-36
Peg3 prom inh	9	17	6	-10	4	0	-90	58*	0	-5	12	6	3
MITF TRPM1 inh	-17	-1	-10	-4	-8	-9	-43	-5	9	5	-21	-3	9

# An excerpt from above in order of the HIF-2a inh value, descending:
no. | compound | HIF-2a inh
28 | CN1CCN(C2CN(C3CCCCC3)S(=O)(=O)C2)CC1 (stereo unspecified) | 14
37 | CCN(CC)C(=O)c1nc[nH]c1C(=O)N(C)Cc1ccccc1 | 5
38 | O=C(CSc1nnc(COc2ccccc2)o1)Nc1nccs1 | -20
21 | COc1ccc(-c2nc3ccc(Br)cn3c2Cc2ccccc2)cc1OC | -52

# High-throughput results: PubChem BioAssay, several laboratories
